Lipid droplet = modulators of hepatic lipid droplet formation | AML12 mouse hepatocytes, oleate lipid droplets, BODIPY imaging | inhibition, % at 6.5 µM | hit rate 0.4% among 240,000;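 active = lipid droplet intensity inhibited by at least 50%, with more than 500 cells counted; inconclusive = wells with under 300 cells, treated as cytotoxic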
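Assay system: AML12 hepatocytes (mouse) / Also added: 100 µM oleic acid challenge / Times: overnight treatment with compound plus oleate / Detection: high-content imaging of BODIPY-stained droplets and DAPI nuclei / Evaluation: % inhibition of lipid droplet signal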
GPR55 beta-arrestin = selective activators of receptor GPR55 – imaging, U2OS cells, beta-arrestin-GFP redistribution, primary screen (AID 1961); U2OS GPR55 beta-arrestin-GFP redistribution imaging; higher % means a stronger effect; one-dose activation, % at 10 µM; EC50 in µM for titrated hits; hit rate 0.048% among 290,000;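 active = activation above 40% with more than 50 cells counted in the well; inconclusive = wells holding fewer than 50 cells, flagged as toxic or sparse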;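 note: U2OS osteosarcoma cells stably expressing GPR55 and beta-arrestin-GFP; plate controls were DMSO negative control for no effect and LPI positive control for full effect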
GPR35 arrestin U2OS = GPR35 antagonists blocking zaprinast-driven arrestin recruitment, primary screen, imaging, U2OS, beta-arrestin-GFP, zaprinast agonist (AID 2058) | U2OS GPR35 beta-arrestin-GFP translocation imaging, zaprinast antagonism; higher % means a stronger effect | inhibition, % at 10 µM, or IC50 in µM where a hit was titrated | hit rate 0.052% among 290,000;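 active = inhibition of at least 50% with at least 30 cells and total cytoplasm GFP at most 10,000,000; inconclusive = under 30 cells or total GFP of 10,000,000 plus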
MgcRacGAP inhibition = MgcRacGAP GTPase-activating activity inhibitors, confirmation, biochemical, ADP Hunter fluorescence | MgcRacGAP-stimulated Rac1 GTP hydrolysis, ADP Hunter fluorescence; higher % means a stronger effect; GST-tagged Rac1 F28L mutant substrate | inhibition, % at 30 µM, or IC50 in µM where a hit was titrated | hit rate 0.6% among 340,000;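 active = first-screen hits whose inhibition reached a set limit at any dose in the follow-up dose series; inconclusive = inhibition above the set first-screen limit but never retested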;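 note: fluorescence reports GDP produced by GAP-driven GTP hydrolysis; strong numbers were not always called active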
GPR55 LPI antagonism = GPR55 antagonists blocking LPI-driven arrestin recruitment, primary screen, imaging, U2OS, beta-arrestin-GFP, LPI agonist (AID 2013); U2OS GPR55 beta-arrestin-GFP translocation imaging, LPI antagonism; higher % means a stronger effect; one-dose inhibition, % at 10 µM; IC50 in µM for titrated hits; hit rate 0.13% among 290,000;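 active = spots per cell inhibited over 60%, with over 100 cells counted and total cytoplasm intensity under 500,000; inconclusive = wells with under 100 cells, flagged as likely toxic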;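 note: U2OS cells stably carrying GPR55 and arrestin-GFP stimulated by 5 µM LPI near EC80; imaged beta-arrestin-GFP aggregate spots per cell after agonist stimulation; plate controls were LPI-stimulated DMSO wells for no effect and DMSO wells without LPI for full effect; some results filed as inactive read as strong as hits; confirmed hits need IC50 under 10 µM and bright autofluorescent wells are also inconclusive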
Large T inhibition = SV40 large T antigen inhibitors, biochemical (AID 1903) | hit rate 0.39% among 310,000 | one-dose inhibition, % at 20 µM; IC50 in µM for titrated hits | SV40 large T antigen ATPase/helicase inhibition assay; higher % means a stronger effect; in the data active = a potency from the dose series; inconclusive = inhibition mostly from about 32% at the one dose, without a potency; inactive = the rest, 99 in 100 with inhibition below about 32%; note: strong numbers were not always called active
T cell HTS = modulates CD8 T cell binding to vesicles; calls only at 7 µM; hit rate 0.068% among 330,000; 2C CD8+ T cell-vesicle binding, flow cytometry; stronger effect = lower value;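 active = response, share of CD8 T cells binding vesicles, and their 90th percentile fluorescence all below set limits, cut at about 80% in these data, passing the limit was not always enough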
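Benchmarks: naked versus QL9-loaded vesicles / Assay system: purified 2C TCR transgenic mouse naive CD8+ T cells / Technique: high-throughput flow cytometry with anti-B7-1 and anti-CD8 staining / Timing: Cell–vesicle co-incubation 1.5 h at 37 °C, staining 20 min on ice / Read-out: percent CD8+ FL2 mean versus row control / Probe or stimulus: QL9-loaded Drosophila micro-vesicles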
NTR1 ag = NTR1-driven beta-arrestin-GFP spot formation – imaging, U2OS cells, high content, primary screen (AID 493036). agonist mode. activation, % at 20 µM. hit rate 0.17% among 330,000;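 active = activation at or above 40% of the spot to cytoplasm intensity ratio, with at least 20 cells analyzed; inconclusive = wells under 20 cells, flagged as cytotoxic or low count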;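 note: 0% = DMSO without peptide and 100% = 100 nM NTR1 peptide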
Target sequence (P30989 whole entry, looked up): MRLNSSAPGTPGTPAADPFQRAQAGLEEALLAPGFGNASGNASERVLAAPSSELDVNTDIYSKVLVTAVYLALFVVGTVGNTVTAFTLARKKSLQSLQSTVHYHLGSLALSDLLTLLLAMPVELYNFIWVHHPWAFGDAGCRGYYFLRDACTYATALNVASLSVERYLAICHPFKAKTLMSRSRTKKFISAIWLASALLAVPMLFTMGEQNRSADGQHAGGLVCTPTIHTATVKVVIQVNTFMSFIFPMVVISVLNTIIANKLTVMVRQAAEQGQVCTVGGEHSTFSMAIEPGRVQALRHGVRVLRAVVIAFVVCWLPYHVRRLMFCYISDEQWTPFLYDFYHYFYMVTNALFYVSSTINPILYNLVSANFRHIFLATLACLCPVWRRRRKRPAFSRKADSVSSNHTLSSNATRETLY
LYP inhibition = PTPN22 lymphoid phosphatase activity blockers – biochemical, fluorescence intensity, uHTS (AID 1779) | inhibition, % at 11.5 µM, or IC50 in µM where a hit was titrated | recombinant LYP phosphatase, fluorescence intensity; higher % means a stronger effect | hit rate 0.054% among 290,000; in the data active = inhibition above about 50%;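 note: plate controls were vehicle with enzyme for no effect and no enzyme for full effect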
Lipid droplet cells 6.5 µM = recorded beside Lipid droplet, whose call it bears; cell count; measured here: cell count, cytotoxicity flag;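 cells counted across two imaged fields per well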
T cell HTS vesicle-bound % = recorded beside T cell HTS, whose call it bears; double positive events, %; measured here: CD8+ vesicle-bound cell fraction;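 binding gate set so that unloaded-vesicle control wells show 10% double positive cells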
NTR1 ag cell count 20 µM = recorded beside NTR1 ag, whose call it bears; cell count; measured here: cell count, cytotoxicity flag
Starred values were filed as active, the others as inactive; i = inactive; ? = inconclusive; nt = not tested or not shown. Rows were taken by chance; 1.8% or so of the library scored in one or more.

Molecule	GPR55 beta-arrestin	MgcRacGAP inhibition	T cell HTS	T cell HTS vesicle-bound %	LYP inhibition	Large T inhibition	Lipid droplet cells 6.5 µM	NTR1 ag cell count 20 µM	GPR35 arrestin U2OS	Lipid droplet	NTR1 ag	GPR55 LPI antagonism
O=C1NCCC/C1=N\Nc1ccc(Br)cc1	0.2%	9%	i	36	-4%	16%	736	37	-8%	14	-1.1	13%
NNC(=O)c1cc(-c2ccccc2)sc1N	-0.3%	16%	i	16	2%	17µM*	739	67	8%	-3	0.8	-5%
COc1cccc(CNc2ccc(S(=O)(=O)Nc3nccs3)cc2)c1O	-0.1%	7%	i	50	-4%	21%	742	85	-8%	-11	0.3	-10%
CC(C)CN(CC(C)C)S(=O)(=O)N1CCC(C(=O)NCc2cccnc2)CC1	0.2%	2%	i	48	-4%	8%	693	53	0%	-6	-0.2	18%
COCCCN(C(=O)Nc1ccc(C)c(C)c1)C(C)c1ccccn1 (centres undefined)	-0.1%	18%	i	24	-4%	3%	nt	91	-11%	nt	-1.2	7%
O=C1CCC(CCC(=O)N2CCCC(C(=O)c3ccc(Cl)cc3)C2)=NN1 (centres undefined)	0.3%	6%	i	42	-8%	15%	761	70	15%	3	-0.5	0%
Cc1cnc(C(=O)Nc2cccc3ncccc23)cn1	-0.2%	7%	i	40	-9%	nt	nt	63	18%	nt	0.5	-4%
Brc1ccc(-c2csc3[n+]2CCCCC3)cc1	-0.1%	6%	i	33	-6%	1%	758	85	-11%	5	-1.0	2%
COc1ccc(C(=O)NCCc2nnc3ccc(SCC(=O)NCCc4ccc(OC)c(OC)c4)nn23)cc1	-0.1%	7%	i	70	-10%	4%	896	46	13%	6	0.8	-12%
Cn1c(CNC(=O)c2ccccc2)nnc1SCC(=O)Nc1nccs1	0.5%	3%	i	35	-8%	10%	738	50	0%	13	2.1	1%
COc1ccccc1NC(=O)CSc1nc(SC)ns1	-0.2%	2%	i	17	-8%	-1%	760	50	10%	-19	2.4	5%
Cc1ccccc1CS(=O)(=O)CC1(O)CCN(C(=O)c2cccc(C(F)(F)F)c2)CC1	-0.3%	5%	i	34	-5%	9%	685	97	4%	-14	0.4	2%
O=C(COc1ccccc1)Nc1ccccc1Oc1ccccc1	0.1%	11%	i	32	-2%	3%	633	43	-7%	-4	8.2	14%
Cc1ccsc1/C=N/n1c(-c2ccncc2)n[nH]c1=S	-0.4%	30%	i	3	-1%	26%	703	66	-22%	9	-0.3	6%
COc1ccc(-n2c(O)c(C=NCc3ccccn3)c3ccccc3c2=O)c(OC)c1	0.3%	9%	i	25	-6%	8%	712	49	1%	23	2.0	-8%
CN(CCOc1ccccc1)CC(=O)Nc1ccc(Cl)cc1[N+](=O)[O-]	-0.3%	12%	i	40	4%	-8%	673	51	-16%	-21	6.6	-4%
CCOC(=O)C1CCCN(C(=O)Nc2ccccc2)C1 (centres undefined)	1.0%	0%	nt	nt	3%	1%	nt	82	3%	nt	-0.4	6%
COc1ccccc1NC(=O)Nc1nc2ccc(S(N)(=O)=O)cc2s1	0.3%	7%	i	56	0%	-1%	820	73	24%	8	2.8	-2%
Cc1ccccc1C(=O)Nc1ccc(N2CCN(C)CC2)nc1	0.7%	2%	i	13	-5%	8%	714	59	10%	-46	0.9	-7%
C#CCOCCOCCOCCNc1nc(N2CCN(C(=O)[C@H](CCCCN)n3cc([C@@H](N)CC(C)C)nn3)CC2)nc(N2CCN(C(=O)[C@H](Cc3cc4ccccc4[nH]3)n3cc([C@@H](N)Cc4ccc(O)cc4)nn3)CC2)n1	1.0%	?	nt	nt	-16%	28%	762	96	-2%	5	-3.0	11%
Cn1c(SCc2nnc(-c3ccccc3)o2)nc2ccccc21	-0.3%	-8%	i	14	-1%	9%	702	45	-10%	17	0.7	0%
Cc1cc([N+](=O)[O-])c(C(C)(C)C)cc1N	0.2%	9%	i	41	-6%	3%	718	57	0%	1	0.3	1%
CCCN1CNC(=S)N(c2cccc(C)c2C)C1	-0.1%	3%	i	18	-11%	4%	nt	91	-5%	nt	-1.9	10%
CCOC(=O)CCSCC(=O)Nc1nnc(C)s1	-0.2%	14%	i	12	-4%	2%	663	63	-8%	-8	-2.2	-1%
COCCN1C(=O)C(O)=C(C(=O)c2cccs2)C1c1ccccc1 (centres undefined)	-0.1%	-7%	i	43	-2%	4%	nt	93	7%	nt	-1.8	-7%
O=C(CNc1ccc2ccccc2c1)N/N=C/c1ccc(C(=O)O)cc1	-0.5%	5%	i	58	1%	18%	677	76	-4%	5	-1.6	-6%
O=C(Nc1ccc2c(c1)OCO2)O[C@@H]1C[C@H]2CCC(=O)N3CC[C@@H](C1)[C@@H]23	-0.3%	5%	i	30	-12%	10%	nt	62	3%	nt	-0.5	10%
CC(=O)Nc1ccccc1OCc1nnc(-c2ccc(Cl)cc2)o1	-0.1%	0%	i	46	-3%	8%	702	67	-8%	13	0.7	5%
COc1ccccc1C(=O)NCC(=O)Nc1cccnc1	0.0%	2%	i	28	-6%	8%	713	56	2%	5	-1.0	6%
CC(c1nnnn1C(C)(C)C)N(Cc1cccnc1)Cc1ccccc1Cl (centres undefined)	-0.1%	3%	i	42	-4%	21%	781	93	-1%	-12	-1.5	11%
CCOc1ccc2nc(N3CCC(C(=O)N4CCN(c5ncccn5)CC4)CC3)sc2c1	-0.1%	10%	i	27	1%	8%	763	41	2%	6	1.3	1%
CCC(C)(C(=O)NC1CCCC1)N(C(=O)Cc1cccs1)c1c(C)n(C)n(-c2ccccc2)c1=O (centres undefined)	0.1%	4%	i	45	-11%	-2%	738	60	-18%	13	1.1	5%
COc1ccc(N2CCN(C(=O)C3COc4ccccc4O3)CC2)cc1 (centres undefined)	-0.1%	15%	i	38	-6%	15%	773	99	8%	-4	3.9	-5%
COc1ccc(/C=C(\C#N)c2cc(OC)c(OC)cc2[N+](=O)[O-])cc1	-1.9%	9%	i	34	-3%	14%	659	64	-7%	-8	2.8	3%
COc1cc(CNc2ccccc2)c([N+](=O)[O-])cc1OC	-0.1%	?	i	62	-9%	4%	849	55	-12%	12	0.7	-23%
O=C1CSc2ccccc2N1Cc1ccccc1F	-0.4%	9%	i	48	6%	13%	nt	58	-3%	nt	2.1	3%
O=C(Cc1cccs1)NCCS(=O)(=O)N1CCN(c2ccccc2F)CC1	nt	5%	i	26	nt	1%	nt	75	nt	nt	1.0	nt
CC1CCN(S(=O)(=O)c2ccc3ncn(CC(=O)N(C)C4CCCCC4)c(=O)c3c2)CC1	-0.2%	3%	i	21	-3%	7%	696	56	-2%	-10	1.1	10%
CC(C)CCNC1=NCCCCC1	-0.1%	4%	i	17	-9%	0%	nt	41	-6%	nt	0.2	7%
CCCCCCCCCC(=O)NNC(=O)c1c(O)c2ccccc2n(CCC)c1=O	0.3%	1%	i	47	-2%	0%	711	95	11%	-1	8.9	-1%
Cc1c(Br)c([N+](=O)[O-])nn1CC(=O)N1CCN(C23CC4CC(CC(C4)C2)C3)CC1	0.3%	6%	i	45	-9%	10%	759	45	6%	-7	-0.7	11%
Cc1onc(-c2ccccc2)c1C(=O)N[C@@H]1C(=O)N2[C@@H]1SC(C)(C)[C@@H]2C(=O)O	-0.1%	nt	nt	nt	-3%	-1%	698	nt	16%	-1	nt	10%
O=S(=O)(/C(=C/c1ccc(C(F)(F)F)cc1)c1nc2ccccc2[nH]1)c1ccccc1	0.6%	5%	i	47	0%	10%	510	nt	nt	-34	nt	45%
Cn1c(COc2ccc([N+](=O)[O-])cc2)nnc1SCC(=O)NCC1CCCO1 (centres undefined)	nt	6%	i	56	-7%	4%	nt	48	1%	nt	-0.9	-9%
O=C(O)CC/C(=N/Nc1ncc(C(F)(F)F)cc1Cl)C(=O)O	-0.1%	14%	i	57	-4%	-14%	696	68	-12%	13	-0.3	9%
O=C(O)c1cc([N+](=O)[O-])ccc1NCCCc1ccccc1	nt	6%	i	20	nt	3%	nt	65	nt	nt	0.5	nt
Cc1ccc(C)c2nc(SCC(=O)Nc3ccc4c(c3)OCO4)c(C#N)cc12	-1.9%	8%	i	51	-7%	11%	685	55	-14%	1	-0.1	7%

Reprinted from above, four compounds:
Molecule	GPR55 beta-arrestin	MgcRacGAP inhibition	T cell HTS	T cell HTS vesicle-bound %	LYP inhibition	Large T inhibition	Lipid droplet cells 6.5 µM	NTR1 ag cell count 20 µM	GPR35 arrestin U2OS	Lipid droplet	NTR1 ag	GPR55 LPI antagonism
Cc1onc(-c2ccccc2)c1C(=O)N[C@@H]1C(=O)N2[C@@H]1SC(C)(C)[C@@H]2C(=O)O	-0.1%	nt	nt	nt	-3%	-1%	698	nt	16%	-1	nt	10%
O=S(=O)(/C(=C/c1ccc(C(F)(F)F)cc1)c1nc2ccccc2[nH]1)c1ccccc1	0.6%	5%	i	47	0%	10%	510	nt	nt	-34	nt	45%
Cn1c(COc2ccc([N+](=O)[O-])cc2)nnc1SCC(=O)NCC1CCCO1 (centres undefined)	nt	6%	i	56	-7%	4%	nt	48	1%	nt	-0.9	-9%
O=C(O)CC/C(=N/Nc1ncc(C(F)(F)F)cc1Cl)C(=O)O	-0.1%	14%	i	57	-4%	-14%	696	68	-12%	13	-0.3	9%

Bioassay records from PubChem BioAssay.
